TRHR agonist – activates the human TRH receptor; P34981; TRHR cells, calcium flux fluo-8, FDSS agonist mode; activation, % at 2 µM; 0.18% of 360,000 active; in the data active means activation above about 30%; further: 0% is about no effect
Target sequence (P34981 whole entry, looked up): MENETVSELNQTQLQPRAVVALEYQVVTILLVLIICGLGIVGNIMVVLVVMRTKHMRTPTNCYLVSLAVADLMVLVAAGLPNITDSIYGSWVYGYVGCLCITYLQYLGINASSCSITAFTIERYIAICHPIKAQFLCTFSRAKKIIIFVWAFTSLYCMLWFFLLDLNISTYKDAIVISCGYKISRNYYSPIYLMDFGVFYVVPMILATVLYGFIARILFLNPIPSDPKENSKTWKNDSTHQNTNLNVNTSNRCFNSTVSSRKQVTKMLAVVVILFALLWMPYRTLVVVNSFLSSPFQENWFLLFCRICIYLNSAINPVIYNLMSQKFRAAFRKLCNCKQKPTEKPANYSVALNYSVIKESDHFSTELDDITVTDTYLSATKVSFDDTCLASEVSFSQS
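TRHR-expressing cells loaded with fluo-8 calcium dye; 23 nL library compound pin-transferred, kinetic FDSS fluorescence (Ex 480/Em 530) recorded about 180 s for agonist-induced calcium release, before a 10 nM TRH EC20 addition for potentiator mode.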
PI4K2A inh – PI4K2A (human) kinase inhibition; Q9BTU6; purified PI4K2A, ADP-Glo luminescence, 1 h; active compounds read low; activity change, negative = inhibition, % at 76.9 µM; 0.13% of 420,000 active; AID 1346378; in the data active means activity change below about -50%; inconclusive means mostly about -30% to -49%;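 further: -100% = wells without enzyme as full effect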
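ADP-Glo luminescence measured ADP generated by PI4K2A enzyme (4 ug/mL before mixing) with 1.2 mM PI substrate (pre-mix) and 300 microM ATP (pre-mix). Tris pH7.5 buffer with MgCl2, Triton X-100; 1 h reaction at ambient temperature.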
TRHR enhancer – TRH receptor (human) allosteric enhancement. AID 493056. TRHR cells, fluo-8 calcium fluorescence, EC20 TRH enhancement. P34981. enhancement, % at 2 µM. 0.66% of 360,000 active; in the data active means enhancement above about 30%; further: 0% is about no effect
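TRHR-expressing cells loaded with fluo-8 calcium dye were read kinetically (ex 480/em 530) during compound addition, then stimulated with an EC20 of TRH (10 nM final). Enhancement of the Gq-mediated intracellular calcium response was scored.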
USP1-UAF1 inh – inhibitors of human USP1/UAF1 deubiquitinase | AID 743255 | 0.23% of 390,000 active | Potency, µM (series often up to 57.1 µM), without a hit: top-dose activity change, negative = inhibition, hits mostly inhibitors | recombinant USP1/UAF1, Ub-Rhodamine cleavage fluorescence; further: potency means the concentration at half of the fitted maximal effect; on the % scale 0 is the no-effect control and ±100 the full control effect; nearly all actives have a fitted effect of over 60% in size; inactives centre near -12
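In this screen, compounds sit with the deubiquitinase complex (1nM) for 15 min at room temperature before Ub-Rho is added at 150nM final. Fluorescence rise is then followed for 6 reads every 60 seconds.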
TrxR1 substrate – substrates of rat thioredoxin reductase 1; O89049; Potency, µM (series often up to 114 µM), inactives show top-dose activity change, negative = substrate turnover; 0.01% of 390,000 active; purified TrxR1 substrate turnover, NADPH consumption readout; AID 588456; further: potency means the concentration at half of the fitted maximal effect; on the % scale 0 is the no-effect control and ±100 the full control effect; nearly all actives have a fitted effect of over 50% in size
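Rat TrxR1, dispensed at 90 nM, was prereduced with 400 uM NADPH (final) for 5 min at ~22 deg C, then incubated with compound 15 min before 400 uM selenite. A first-read NADPH fluorescence drop versus no-compound background flagged substrates.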
IDH1 R132H inh – blocks human mutant IDH1 R132H enzyme | 0.093% of 390,000 active | Potency, µM (series often up to 76.6 µM), without a hit: at the top dose activity change, negative = inhibition, hits mostly inhibitors | O75874 | IDH1-R132H enzyme, NADPH consumption, diaphorase/resazurin fluorescence; further: potency means the concentration at half of the fitted maximal effect; on the % scale 0 is the no-effect control and ±100 the full control effect; nearly all actives have a fitted effect of over 65% in size
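IDH1-R132H (0.5 ug/mL dispensed) in pH 7.5 Tris buffer was preincubated 30 min with compound, then given a substrate mix of 0.016 mM NADPH and 2 mM alpha-KG for 80 min at room temperature; remaining NADPH was read by diaphorase/resazurin fluorescence.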
TrxR1 inh – rat TrxR1 inhibition; 1% of 390,000 active; recombinant rTrxR1, NADPH fluorescence consumption, selenite substrate; Potency, µM (titrated, usually from 114 µM), inactives show at the top dose activity change, negative = inhibition, most hits filed as inhibitors; O89049; further: potency means the concentration at half of the fitted maximal effect; on the % scale 0 is the no-effect control and ±100 the full control effect; nearly all actives have a fitted effect of over 65% in size
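Rat TrxR1 (90 nM in the dispensed reagent) was pre-reduced with 400 uM NADPH for 5 min at room temperature, then incubated with compound for 15 min. After 400 uM selenite was added, NADPH fluorescence (Ex 340/Em 450 nm) was followed for 8 min.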
D2 ag – activates the human D2 dopamine receptor | AID 485358 | 0.53% of 340,000 active | P14416 | activation, % at 2 µM | HEK293 T-REx D2 cells, calcium flux agonist mode;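 active means activation over 3 SD above normal in the single-dose calcium agonist read, cut at about 30% in these data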; further: 0% is about no effect
Target sequence (P14416 whole entry, looked up): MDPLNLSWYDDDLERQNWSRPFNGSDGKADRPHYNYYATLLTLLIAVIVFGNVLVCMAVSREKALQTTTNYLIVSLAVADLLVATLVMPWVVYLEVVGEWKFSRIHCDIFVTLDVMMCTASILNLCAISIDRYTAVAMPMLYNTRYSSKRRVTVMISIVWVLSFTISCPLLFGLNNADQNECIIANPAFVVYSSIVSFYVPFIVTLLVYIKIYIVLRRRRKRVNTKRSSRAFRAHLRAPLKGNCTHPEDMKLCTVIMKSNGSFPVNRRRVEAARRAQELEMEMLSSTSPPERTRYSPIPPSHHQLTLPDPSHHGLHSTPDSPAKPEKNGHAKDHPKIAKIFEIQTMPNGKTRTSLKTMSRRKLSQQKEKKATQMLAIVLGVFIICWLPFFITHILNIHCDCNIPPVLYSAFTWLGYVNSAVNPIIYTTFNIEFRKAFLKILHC
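Tetracycline-induced HEK293 Trex cells with D2 receptor force-coupled to calcium signaling, plated overnight at 30 C and loaded with no-wash calcium dye. Calcium flux read kinetically for 180 s after compound addition; responses flag agonists.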
D2 antag – D2 dopamine receptor (human) antagonism; P14416; HEK293 TREx D2 cells, calcium flux, dopamine EC80; inhibition, % at 10 µM; 2% of 340,000 active; AID 485344; in the data active means inhibition above about 30%; further: 0% is about no effect
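Read-out: kinetic calcium fluorescence (1 cycle/s) in inducible HEK293 T-REx D2 cells after an EC80 dopamine addition that followed 180 s compound preincubation. Loss of the dopamine response indicates antagonism.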
Starred values were filed as active, the others as inactive; ? = inconclusive; nt = not tested or not shown; & = joins results of further samples; [ ] = dose if it differs, or a comment. Unless noted, the call rests on the fitted dose curve; in most records, active means well fitted inhibition curve with a large enough effect; inconclusive means small, poorly fitted or top-dose-only effect; inactive means no such curve, though single readings can be large or run the other way.

The line under a structure holds: TRHR agonist, PI4K2A inh, TRHR enhancer, USP1-UAF1 inh, TrxR1 substrate, IDH1 R132H inh, TrxR1 inh, D2 ag, D2 antag
- O=C(Nc1ccccc1)n1ccc(-c2ccc(-n3ccnc3)cc2)n1
 : 0.8, nt, -5, nt, nt, nt, nt, 0.1, 3
- CC1(C)CC=CC(COC(=O)c2ccccc2C(=O)O)C1 (stereo not given)
 : nt, 0, nt, -4%, 8%[11.4 µM], 5%, -4%[11.4 µM], nt, nt
- CC(=O)Nc1ccc(Nc2cc(N(C)C)c3nonc3c2[N+](=O)[O-])cc1
 : -1.8, -9, 3, -15%, 0%, 0%, 7%, -0.6, 0
- Cc1cc(C)cc(N(C(=O)Cc2cccs2)C(C(=O)NC2CCCCC2)c2ccccn2)c1 (stereo not given)
 : 7.7, -3, -21, -21%, -5%, ?, 1%, 0.0, -12
- CCOc1ccc(CN2CCN(Cc3cn(CC)nc3C)CC2CCO)cc1 (stereo not given)
 : 0.3, -1, -3, -18%, 3%, -5%, 22%, 0.4, -9
- CCOc1ccc2c(c1)S/C(=C\c1cccs1)C(=O)N2
 : 2.3, -4, -5, -3%, 1%, 0%, 15%, 0.9, 5
- COC(=O)[C@@H]1C[C@@]2(O)[C@H](O)[C@H](O)[C@H](O)C[C@H]2N1Cc1ccccc1OS(=O)(=O)c1ccc(C)cc1
 : 0.3, -4, -4, -3%, -2%, -1%[38.3 µM], 10%, 0.0, 2
- Cc1ccc(OCc2nc(-c3ccc(C(=O)N4CCN(c5ccccc5F)CC4)cc3)oc2C)cc1
 : 0.2, 1, -2, -6%, -4%, 1%, 20%, 0.6, nt
- COc1ccc2ccc(=O)oc2c1CC=C(C)C
 : -0.7, -4, -1, -20%, 2%, -7%, 1%, -1.0, 2
- CCOc1ccccc1NC(=S)NCC1CCCO1 (stereo not given)
 : 0.1, 6, 5, -10%, -9%, 0%, -20%, -0.6, -10
- CCOc1cc(/C=N/n2cnnc2)cc(Br)c1O
 : 0.2, 5, 8, -13%, -11%, 3%, ?, 0.0, 3
- O=C(NCCc1ccccc1)c1noc2c1CCc1ccccc1-2
 : -0.2, -6, -3, -1%, 1%, 8%, ?, 0.3, 15
- COc1ccc(S(=O)(=O)N2CCCCCC2)cc1C(=O)NCc1ccccc1Cl
 : -0.4, 0, 9, -2%, -6%, 0%, 7%, 0.5, 7
- Cc1cc(-c2ccc(C)c(S(=O)(=O)NCC3CCN(Cc4ccccc4F)CC3)c2)on1
 : 0.3&-0.2, -3&-2, -1&10, -23%&-7%, 0%, -7%&0%, 17%, -0.2&-0.2, -7
- Cc1ccc(CCNC(=O)c2ccc3c(c2)N(Cc2ccccc2)C(=O)c2ccccc2S3=O)cc1 (stereo not given)
 : -0.3, -1, -1, -24%, 2%, -1%, 7%, -0.4, nt
- Cc1ccc2c(c1)N(CCC(=O)NCCCOC(C)C)C(=O)C(C)O2 (stereo not given)
 : 0.4, 1, 2, -15%, -6%, 5%, 6%, 0.9, 8
- CCOc1ccc(-n2cc(C(=O)NCCOC)c3cc(OC)c(OC)cc3c2=O)cc1
 : -2.1, -1, 8, -26%, -4%[57.1 µM], 1%, 5%[57.1 µM], 0.0, -1
- Cc1cccc(NC(=O)CN2C(=O)N/C(=C\c3cccn3-c3cccc(C(=O)O)c3)C2=O)c1
 : -1.2, -6, -15, -10%, -12%[57.1 µM], -1%, -20%[57.1 µM], nt, nt
- Cc1cccc(C(=O)NNS(=O)(=O)c2ccc(F)cc2)c1O
 : 0.2, 2, 1, 6%, -13%, 0%, -6%[57.1 µM], 0.3, 6
- Cc1c(C(=O)Nc2ccccc2)sc2nc3n(c(=O)c12)CCCCC3
 : 0.1, 0, -3, 0%, -8%, 6%, 17%, 0.5, -27
- CCOC(=O)c1ccc(NC(=S)NC(=O)c2nn(CC)cc2Br)cc1
 : 0.5, 1, 2, -21%, 3%, -2%, 8%, 0.5, -11
- Cc1cc(OCC(=O)Nc2ccncc2)cc(C)c1Br
 : 0.0, 7, -3, -13%, -5%, 7%, -3%, nt, nt
- CC1=C(C(=O)OC(C)C)[C@@H](c2ccc(C)o2)NC(=O)N1
 : 0.1, 3, -4, -2%, 5%[57.1 µM], -1%, 14%[57.1 µM], 0.3, 13
- O=C(Nc1cccc(Cl)c1)C1CCCN(S(=O)(=O)c2ccc(F)cc2)C1 (stereo not given)
 : -2.6, -1, 2, -14%, -1%, 0%, 12%, 1.1, 0
- COC(=O)c1cc(-c2c[nH]c3ccccc23)n[nH]1
 : 0.4, 3, -4, -1%, -11%, 2%, 6%[57.1 µM], -0.1, -20
- COc1ccc(NS(=O)(=O)c2cc(NC(=O)C3=NN(c4ccccc4)C(=O)CC3)ccc2OC)cc1
 : nt, 3, nt, -7%, 2%, -3%, ?, nt, nt
- O=C(C1CCCN(S(=O)(=O)c2cccs2)C1)N1CCN(c2ccccc2F)CC1 (stereo not given)
 : -0.3, 7, -5, -26%, -6%, 10%, 10%, -0.6, nt
- CCN(CC)C(=O)Cn1ncc2c([nH]c3ccc(C)cc32)c1=O
 : 0.2, -1, 9, ?, 18%, -11%, 11%, nt, nt
- O=C(NCCc1ccccc1)c1oc2ccccc2c1COc1ccccc1
 : 2.3, 2, -3, -19%, 7%[57.1 µM], 2%, 26%[57.1 µM], 3.5, 0
- CN(C)CCCNS(=O)(=O)c1ccc(Cl)s1
 : 1.0, 2, -3, -8%, 7%[57.1 µM], -11%, 16%[57.1 µM], -0.2, 5
- CC1(C)CC(=O)C=C(Nc2cccc(C(F)(F)F)c2)C1
 : nt, -5, nt, -11%, -5%, 6%, -7%, nt, nt
- C#CCOCCOCCOCCNc1nc(N2CCN(C(=O)CCCCCCCCCCNC(=O)[C@@H](CCSC)n3cc(CCO)nn3)CC2)nc(N2CCN(C(=O)CCCCCCCCCCNC(=O)[C@H]([C@@H](C)CC)n3cc(CCCCCN)nn3)CC2)n1
 : 0.1, 0, 1, ?, 2%, -3%[38.3 µM], 19%, 0.8, 8
- O=C(CSc1nc(-c2ccccc2)nc2ccc(F)cc12)Nc1ccc(C(=O)O)cc1
 : -0.2, 0, 4, -24%, -1%, -14%, 9%, -5.7, 5
- O=C(NCc1cccc(Cl)c1)c1ccc2nc[nH]c2c1
 : 0.1, -1, -1, -5%, 1%, 5%, 5%, -0.2, 6
- CCN1C(=O)C2(C(C(=O)c3ccc(C)o3)=C(O)C(=O)N2CCCN(C)C)c2ccccc21 (stereo not given)
 : -0.9, -2, -12, -14%, -1%, 2%, ?, -0.5, -6
- Brc1ccc(C2=CC(c3cccs3)n3ncnc3N2)cc1 (stereo not given)
 : 66*, -5, 3, ?, 24%[57.1 µM], 10%, 9%[57.1 µM], 18, -9
- CC(=O)c1ccc(NC(=O)CNc2cc(S(=O)(=O)N3CCOCC3)ccc2N2CCCC2)cc1
 : -0.8, 2, -3, -7%, -11%, -2%, -3%, -0.8, -2
- Cc1cccc(Nc2ccc([N+](=O)[O-])cn2)c1
 : -0.2, -3, -10, -20%, -5%, 14%, 14%, 0.6, 13
- Cc1c(NC(=O)C2CC=CCC2C(=O)O)c(=O)n(-c2ccccc2)n1C (stereo not given)
 : 1.1, 2, 7, -11%, 0%, 5%, -3%, 1.0, -6
- Cc1ccc(-n2c(=O)c3cccnc3n2CC(=O)Nc2ccc(Br)cc2)cc1C
 : 2.0, -2, -5, -21%, 24%, -1%, 16%, 1.0, nt

Arranged by value in TRHR enhancer (lowest first): 3 from the list above.
SMILES	TRHR agonist	PI4K2A inh	TRHR enhancer	USP1-UAF1 inh	TrxR1 substrate	IDH1 R132H inh	TrxR1 inh	D2 antag
Cc1cccc(Nc2ccc([N+](=O)[O-])cn2)c1	-0.2	-3	-10	-20%	-5%	14%	14%	13
Brc1ccc(C2=CC(c3cccs3)n3ncnc3N2)cc1 (stereo not given)	66*	-5	3	?	24%[57.1 µM]	10%	9%[57.1 µM]	-9
O=C(CSc1nc(-c2ccccc2)nc2ccc(F)cc12)Nc1ccc(C(=O)O)cc1	-0.2	0	4	-24%	-1%	-14%	9%	5

Other entries follow.
The line under a structure holds: TRHR agonist, PI4K2A inh, TRHR enhancer, USP1-UAF1 inh, TrxR1 substrate, IDH1 R132H inh, TrxR1 inh, D2 ag, D2 antag
- CCOc1ccc(N(CC(=O)OC)S(=O)(=O)c2c(C)noc2C)cc1
 : -0.1, 1, -4, ?, 6%, 2%, 22%, 1.5, -1
- CCN(CC)S(=O)(=O)c1ccc(C(C)NC(=O)C2CCCN2C(=O)c2cccs2)cc1 (stereo not given)
 : -0.7, 10, -5, -16%, -2%, 14%, 10%, -1.0, -11
- CC(C)c1ccc(C2CC(=O)N3CN(C)CSC3=C2C#N)cc1 (stereo not given)
 : -0.1, -5, 3, -11%, -6%[57.1 µM], 1%, -6%[57.1 µM], 0.7, 11
- CCOc1ccc(OCC)c(NC(=O)c2ccc(CNc3c(N4CCOCC4)c(=O)c3=O)cc2)c1
 : -1.2, 8, -9, 5%, -10%, 2%, 5%[57.1 µM], -1.4, 2

Structures from the list above that contain an NH in an aromatic ring:
The line under a structure holds: TRHR agonist, PI4K2A inh, TRHR enhancer, USP1-UAF1 inh, TrxR1 substrate, IDH1 R132H inh, TrxR1 inh, D2 ag, D2 antag
- COC(=O)c1cc(-c2c[nH]c3ccccc23)n[nH]1
 : 0.4, 3, -4, -1%, -11%, 2%, 6%[57.1 µM], -0.1, -20
- CCN(CC)C(=O)Cn1ncc2c([nH]c3ccc(C)cc32)c1=O
 : 0.2, -1, 9, ?, 18%, -11%, 11%, nt, nt
- O=C(NCc1cccc(Cl)c1)c1ccc2nc[nH]c2c1
 : 0.1, -1, -1, -5%, 1%, 5%, 5%, -0.2, 6
